TLR9-MyD88 block: blocks human TLR9 binding to MyD88 | CHO BLA complementation TLR9-MyD88, CCF4 FRET ratio | inhibition, % at 4.98 µM | 0.21% of 340,000 active;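 active = inhibition above the mean over all tested compounds plus 3 SD, cut at about 21% in these data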;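 note: 0% = DMSO only wells and 100% = clavulanate BLA inhibitor control wells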
NOD2 RIPK2 PPI: blocks binding of human NOD2 to RIPK2. CHO BLA complementation NOD2-RIPK2, CCF4 ratio. inhibition, % at 4.98 µM. 0.38% of 360,000 active; in the data active = inhibition above about 21%;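 note: 0% = vehicle only and 100% = reference blocker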
SRC2 inh: human SRC2 (NCOA2) inhibition. Q15596. HEK293 GAL4-SRC2 luciferase reporter, luminescence. inhibition, % at 9 µM. 0.17% of 370,000 active. AID 651957;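 active = inhibition above the mean inhibition of all tested compounds plus 3 SD, set per campaign, cut at about 52% in these data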;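 note: 0% = DMSO treated cells and 100% = cells given Gossypol at 36 µM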
Target sequence (Q15596 whole entry, looked up, the tested form may be a part): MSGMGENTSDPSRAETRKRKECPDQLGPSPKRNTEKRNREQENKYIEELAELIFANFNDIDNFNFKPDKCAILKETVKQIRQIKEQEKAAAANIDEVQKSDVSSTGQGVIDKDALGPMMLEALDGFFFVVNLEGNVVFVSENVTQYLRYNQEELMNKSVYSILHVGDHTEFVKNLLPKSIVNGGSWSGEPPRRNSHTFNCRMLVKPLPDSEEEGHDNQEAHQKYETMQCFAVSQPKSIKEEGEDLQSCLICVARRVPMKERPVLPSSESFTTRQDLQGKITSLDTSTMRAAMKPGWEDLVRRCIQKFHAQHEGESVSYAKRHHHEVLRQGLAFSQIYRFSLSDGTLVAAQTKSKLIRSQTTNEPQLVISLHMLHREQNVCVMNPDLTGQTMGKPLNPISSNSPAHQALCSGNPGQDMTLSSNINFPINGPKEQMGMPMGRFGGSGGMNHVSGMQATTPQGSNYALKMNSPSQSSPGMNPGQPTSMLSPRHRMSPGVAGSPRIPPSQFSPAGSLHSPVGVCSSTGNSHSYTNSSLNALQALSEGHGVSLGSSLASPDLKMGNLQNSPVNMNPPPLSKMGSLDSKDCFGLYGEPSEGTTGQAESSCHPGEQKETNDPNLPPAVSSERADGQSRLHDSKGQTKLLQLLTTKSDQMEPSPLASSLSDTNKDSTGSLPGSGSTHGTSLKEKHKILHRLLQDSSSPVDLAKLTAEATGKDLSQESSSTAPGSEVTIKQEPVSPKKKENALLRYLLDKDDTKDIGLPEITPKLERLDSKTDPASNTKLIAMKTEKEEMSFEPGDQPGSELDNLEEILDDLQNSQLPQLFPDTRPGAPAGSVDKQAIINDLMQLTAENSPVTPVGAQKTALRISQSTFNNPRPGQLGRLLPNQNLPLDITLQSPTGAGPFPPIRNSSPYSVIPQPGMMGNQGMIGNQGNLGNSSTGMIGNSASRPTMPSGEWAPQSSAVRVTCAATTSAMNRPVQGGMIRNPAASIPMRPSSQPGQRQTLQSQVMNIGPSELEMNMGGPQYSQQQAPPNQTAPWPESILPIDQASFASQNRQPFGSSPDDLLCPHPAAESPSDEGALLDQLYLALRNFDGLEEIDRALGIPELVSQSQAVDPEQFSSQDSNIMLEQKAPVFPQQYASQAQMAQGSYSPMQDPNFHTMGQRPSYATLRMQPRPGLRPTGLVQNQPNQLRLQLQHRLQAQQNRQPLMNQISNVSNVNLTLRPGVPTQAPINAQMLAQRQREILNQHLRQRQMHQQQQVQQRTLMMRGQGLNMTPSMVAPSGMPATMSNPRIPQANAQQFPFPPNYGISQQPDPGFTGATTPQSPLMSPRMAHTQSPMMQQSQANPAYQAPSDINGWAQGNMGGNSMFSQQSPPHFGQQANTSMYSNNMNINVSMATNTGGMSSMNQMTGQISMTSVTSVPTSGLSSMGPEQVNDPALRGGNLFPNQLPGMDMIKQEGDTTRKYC
NCOA3 inh: inhibitors of human steroid receptor coactivator 3 (SRC3); Q9Y6Q9; HEK293 GAL4-SRC3 luciferase reporter, luminescence; inhibition, % at 3.6 µM; 0.17% of 360,000 active; AID 588352;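 active = inhibition above a per-campaign cutoff, the mean of all compounds plus 3 SD, cut at about 60% in these data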;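 note: 0% = DMSO-treated cells and 100% = gossypol-treated cells at 36 µM; higher means less SRC3-driven luciferase light from the GAL4 reporter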
TWEAK Fn14 block: TWEAK-Fn14 signaling inhibition; TWEAK-stimulated Fn14 reporter cells, luciferase luminescence, 8 h; inhibition, % at 10 µM; 2% of 360,000 active; in the data active = inhibition above about 50%
SRC1 inh: inhibitors of human steroid receptor coactivator 1 (SRC1); AID 588354; Q15788; inhibition, % at 3.6 µM; HEK293 GAL4-SRC1 luciferase reporter, luminescence; 0.12% of 360,000 active;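 active = inhibition above the campaign mean plus 3 SD, with each screening campaign given its own cutoff, cut at about 60% in these data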;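 note: 0% = DMSO treated cells and 100% = gossypol at 36 µM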
TROY NFkB inh: inhibitors of TROY-dependent NF-kB signaling; Q293 LMP1-TROYcd NF-kB luciferase reporter, 4 h; 0.98% of 360,000 active; inhibition, % at 10 µM; AID 1347056;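 active = compounds whose plate-normalised and pattern-corrected inhibition of the luciferase reporter signal at the single screening dose is 50% or more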
COUP-TFII inh: blocks human COUP-TFII nuclear receptor; P24468; HEK293T NGFI-A luciferase reporter, luminescence; inhibition, % at 8.6 µM; 0.7% of 370,000 active; AID 686940;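 active = inhibition above a per-plate cutoff, mean inhibition of test wells between control levels plus 3 SD, cut at about 38% in these data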;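 note: cells cotransfected with COUP-TFII expression vector driving the NGFI-A reporter; 0% = median of COUP-TF2 test wells and 100% = reporter-only cells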
NR5A2 inv ag: inverse agonists of human LRH-1 (NR5A2) | HEK293T StAR-luciferase reporter, LRH-1 transfected, 24 h | 0.13% of 360,000 active | inhibition, % at 3.6 µM;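 active = inhibition above the mean inhibition of all tested compounds plus 3 SD, cut at about 73% in these data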;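 note: 0% = DMSO wells and 100% = reporter-only cells lacking LRH-1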
ABHD5 PLIN5 PPI: ABHD5-PLIN5 protein interaction inhibition. Split G. princeps luciferase complementation, luminescence, 4 h. inhibition, % at 4 µM. 0.78% of 360,000 active. AID 602281;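 active = inhibition above the mean inhibition across every tested compound plus 3 SD, cut at about 22% in these data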;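 note: 0% = DMSO only wells and the 100% control is not disclosed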
Exocytosis inh: lytic granule exocytosis inhibition | TALL-104 LAMP-1 surface exposure, flow cytometry; cells stimulated with thapsigargin and PMA | inhibition, % at 10 µM | 0.66% of 360,000 active;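 active = inhibition above about 55%, limit read from the data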
Active calls of the source: *; . = not tested or not shown.

structure,TLR9-MyD88 block,NOD2 RIPK2 PPI,SRC2 inh,NCOA3 inh,TWEAK Fn14 block,SRC1 inh,TROY NFkB inh,COUP-TFII inh,NR5A2 inv ag,ABHD5 PLIN5 PPI,Exocytosis inh
CC(Sc1nc(N)cc(N)n1)C(=O)NCCC1=CCCCC1 (stereo unspecified),3.0,-4.6,-15.5,7.6,4.9,-0.9,-1.6,-4.3,19.0,4.9,-5.6
Cc1nnc(SCC2=C(C(=O)O)N3C(=O)C(NC(=O)COc4ccccc4)C3SC2)s1 (stereo unspecified),-1.2,10.3,-16.1,-6.7,5.4,-13.4,-15.0,-15.3,2.5,2.4,7.8
CC(NC(=O)c1cccs1)C(c1cccs1)N1CCN(c2ccccc2)CC1 (stereo unspecified),-5.5,-0.6,-24.2,-2.6,6.7,0.0,-3.9,4.5,19.6,0.6,-1.7
CC(=O)c1ccc(OCC(=O)NCc2ccc(F)cc2)cc1,2.3,3.3,-22.2,-12.1,-4.5,2.4,-2.6,-8.9,-3.7,2.5,0.6
c1cncc(-c2nnc3sc(-c4ccco4)nn23)c1,-2.2,-11.9,-25.2,8.4,-6.0,-17.5,-18.6,-11.7,13.2,2.0,-7.1
Cc1cc(C)n(C(C)CNS(=O)(=O)c2ccc(C)c(C)c2)n1 (stereo unspecified),-1.7,1.5,-23.4,10.1,-0.7,-1.6,8.6,-0.7,-17.7,-3.4,30.6
O=C1OCCC1Sc1nnc(-c2ccccc2Cl)n1Cc1ccccc1 (stereo unspecified),-2.8,5.7,5.9,-8.9,6.7,-2.0,4.4,7.2,-9.4,-8.1,6.9
CC(C)CCNC(=O)c1cn(C)c2ccc(S(=O)(=O)N3CCCC3)cc2c1=O,1.4,-1.0,-32.1,11.8,-7.5,2.0,5.0,8.0,-7.8,-7.3,-0.4
COc1ccc(OC)c(/C=N/NC(=O)CCN2CCN(C(c3ccccc3)c3ccccc3)CC2)c1,5.6,2.9,0.3,20.4,7.2,-3.3,-14.2,-3.4,7.7,5.6,13.8
CC(=O)Nc1ccc(C(=O)COC(=O)c2cc(C)oc2C)c(F)c1,1.4,-5.2,-18.9,-6.1,-27.2,-12.6,9.5,3.4,-15.0,12.3,-1.5
COc1ccc2c(C)c(CC(=O)N3C[C@H]4C[C@@H](C3)c3cccc(=O)n3C4)c(=O)oc2c1OC,-8.0,-0.8,-3.8,-9.8,14.0,-16.8,1.6,-2.9,-12.0,-0.5,-1.5
CC(OC(=O)Cc1coc2cc3c(cc12)CCC3)C(=O)NC(N)=O (stereo unspecified),7.1,-1.3,11.6,21.1,-7.7,-12.1,-2.5,-26.4,5.7,10.4,3.4
Cc1ccc(CNC(=O)CN(C2CCCCC2)S(C)(=O)=O)cc1,-0.1,-3.2,11.7,-13.2,-0.3,-15.0,-4.9,-14.6,-5.4,-0.4,5.5
O=C1c2ccc([N+](=O)[O-])cc2C(=O)N1Cc1cccnc1,2.8,-8.1,-20.3,-8.8,0.5,-3.8,-0.8,-6.0,-1.9,-5.0,-0.1
COc1ccc(S(=O)(=O)N2CCOC2CNC(=O)C(=O)NCCc2ccccc2)cc1OC (stereo unspecified),10.2,3.9,-4.0,-16.6,0.4,-14.0,0.5,-6.8,6.7,9.1,-2.0
CC(=O)c1c(C)[nH]c(C(=O)N(C)C(c2ccccc2)c2ccccc2)c1C,-9.9,-13.8,0.7,3.7,-13.7,10.9,-6.2,4.1,4.1,-2.1,-0.4
C=CC[C@@H](CC(=O)N(CCO)Cc1ccccc1)C(=O)N[C@@H](COC(=O)[C@H](CC=C)CC(=O)OC(C)(C)C)Cc1c[nH]c2ccccc12,-0.2,3.0,4.3,-6.0,23.1,-11.7,24.9,0.3,25.8,-5.2,14.5
CC1(Cc2ccccc2OC(F)(F)F)C(=O)Nc2ccc(-c3ccsc3)cc21 (stereo unspecified),.,-6.7,-6.1,-3.3,22.3,3.7,9.7,-9.2,-5.9,-16.0,6.5
CC(C)C(=O)NC(C)C(c1cccs1)N1CCOCC1 (stereo unspecified),1.8,4.6,3.1,16.3,6.5,-1.0,-7.9,11.4,6.0,2.6,-0.9
CCNc1nc(C)nc2c1cnn2C,7.9,1.9,-12.3,10.8,10.6,7.2,-8.2,11.5,15.9,2.2,-7.3
CCOc1cc(/C=N/NC(=O)CCCC(=O)NC2CCCCC2)ccc1O,4.5,0.4,-8.6,6.6,-3.5,3.1,19.6,-3.6,-5.3,4.6,-2.7
Cc1ccccc1C1CC(c2ccccc2OC(F)F)Nc2ncnn21 (stereo unspecified),1.9,4.3,-1.6,13.3,-1.9,-15.4,-8.9,-0.3,4.9,1.7,1.5
Cc1cccc(NC(=O)c2ccco2)c1C,-0.9,1.1,-15.2,5.0,-6.2,4.6,-13.2,-20.4,-8.6,0.6,-9.8
O=C(CCS(=O)(=O)c1ccccc1)NC1CCCC1,-0.8,1.3,-21.9,13.2,4.4,-48.6,-22.1,5.4,-2.9,2.7,-1.3
COc1ccc(CNC(=O)C2CCN(S(=O)(=O)c3cccc4cccnc34)CC2)cc1,-1.6,-1.0,-29.5,-3.5,-4.4,-24.9,-2.2,-9.2,7.3,-7.2,7.6
CCOC(=O)c1c(C)[nH]c(C(=O)N2CCCC(C(=O)c3ccccc3OC)C2)c1C (stereo unspecified),-6.7,4.9,0.9,3.9,0.4,1.7,-10.4,16.8,-20.9,0.4,-0.5
O=C(O)C1C2CCC(C2)C1C(=O)Nc1cccc([N+](=O)[O-])c1 (stereo unspecified),-15.7,1.5,-3.5,-15.6,-19.1,-13.3,0.3,-17.4,-10.4,8.7,-2.8
Cc1c(CCOC(=O)c2cc([N+](=O)[O-])ccc2Cl)sc[n+]1CCCCS(=O)(=O)[O-],-1.2,-0.4,5.2,-18.0,-8.5,4.5,5.1,-4.7,3.5,7.8,-1.6
CC(C)(CNC(=O)CO/N=C1/C=C2CCC3C(C(O)C[C@@]4(C)C3CC[C@]4(O)C(=O)CO)[C@@]2(C)CC1)C(O)C(=O)O (stereo partly specified),-8.8,-5.4,-23.1,-51.1,-34.6,-11.0,13.0,-4.2,-2.6,3.2,-4.4
CC1(C(=O)Nc2cccc3c2CCCC3)CCN1C(=O)C1(c2ccccc2)CC1 (stereo unspecified),.,-1.8,-2.5,-10.3,4.1,3.9,-2.6,8.3,-3.7,-3.8,-3.7
COc1ccccc1OCC(=O)NCC1CCCN(Cc2cnn(C)c2C)C1 (stereo unspecified),-4.4,-6.6,-14.9,-15.6,-0.6,10.9,5.2,13.8,5.8,6.5,-1.4
CN(Cc1c(C(=O)N/N=C/c2cccs2)nnn1-c1nonc1N)c1ccccc1,-3.0,-2.4,13.2,-4.2,-6.7,2.7,1.8,12.1,-1.7,1.1,3.2
O=C(NCCN1CCN(Cc2ccccc2)CC1)c1ccc(CS(=O)(=O)c2ccc(Br)cc2)o1,-9.7,2.9,-25.5,8.8,8.8,-6.9,3.5,11.1,-10.1,-8.5,0.8
Cc1ccc(OCC(=O)N(C)Cc2ccccc2)c([N+](=O)[O-])n1,0.0,-18.7,-24.2,5.9,4.8,-2.8,-10.2,-6.4,1.7,1.6,5.7
COc1ccc([N+](=O)[O-])cc1NC(=O)CC1SC(=Nc2cccc(C)c2C)N(/N=C(\C)c2ccc(C)cc2)C1=O (stereo unspecified),-1.0,-0.9,7.4,5.0,4.8,-7.7,13.7,3.5,15.2,-2.4,1.4
COC(=O)C1CCN(C(=O)[C@H](C)NC(=O)C2CC(=O)N(c3ccc(F)cc3)C2)CC1 (stereo partly specified),-1.1,0.3,-0.4,-11.5,4.6,0.9,2.2,2.7,-7.3,0.6,-2.8
NC(=O)CSc1nnc(C2CC2)n1Cc1ccccc1,-2.7,2.3,-3.7,10.1,0.9,-26.0,-1.6,-27.0,-0.6,-4.2,-0.6
NC(=Nc1ccccc1)N(c1ccccc1)c1ccccc1,-5.6,-10.1,9.0,-13.1,-4.5,-7.4,-14.7,8.1,-7.6,0.7,-18.7
Cc1cc(C(=O)COC(=O)CN=C2NS(=O)(=O)c3ccccc32)c(C)n1CCc1ccc(Cl)cc1,-8.1,-6.4,2.5,-2.8,7.3,3.5,9.4,-7.2,-13.4,5.7,-0.4
CCOC(=O)c1nn(-c2cc(C(=O)OC)cc(C(=O)OC)c2)cc1O,-9.8,-2.6,1.6,-38.3,0.2,-3.9,-13.5,-29.6,-9.6,0.7,-4.5
O=C(Cn1cnc2ccccc2c1=O)Nc1ccc(-c2nnc3n2CCCCC3)cc1,1.4,0.8,7.9,-6.0,-3.3,1.3,7.5,-19.1,-2.2,2.0,4.1
CCCCN(C)c1c(C)nc2ccc(C(=O)NCCCn3ccnc3)cn12,.,-4.9,-20.9,6.6,-18.6,-5.6,-3.4,4.0,7.7,-6.8,0.7

3 entries from above, with each value named:
> NC(=Nc1ccccc1)N(c1ccccc1)c1ccccc1
  TLR9-MyD88 block = -5.6 | NOD2 RIPK2 PPI = -10.1 | SRC2 inh = 9.0 | NCOA3 inh = -13.1 | TWEAK Fn14 block = -4.5 | SRC1 inh = -7.4 | TROY NFkB inh = -14.7 | COUP-TFII inh = 8.1 | NR5A2 inv ag = -7.6 | ABHD5 PLIN5 PPI = 0.7 | Exocytosis inh = -18.7
> Cc1cc(C(=O)COC(=O)CN=C2NS(=O)(=O)c3ccccc32)c(C)n1CCc1ccc(Cl)cc1
  TLR9-MyD88 block = -8.1 | NOD2 RIPK2 PPI = -6.4 | SRC2 inh = 2.5 | NCOA3 inh = -2.8 | TWEAK Fn14 block = 7.3 | SRC1 inh = 3.5 | TROY NFkB inh = 9.4 | COUP-TFII inh = -7.2 | NR5A2 inv ag = -13.4 | ABHD5 PLIN5 PPI = 5.7 | Exocytosis inh = -0.4
> CCOC(=O)c1nn(-c2cc(C(=O)OC)cc(C(=O)OC)c2)cc1O
  TLR9-MyD88 block = -9.8 | NOD2 RIPK2 PPI = -2.6 | SRC2 inh = 1.6 | NCOA3 inh = -38.3 | TWEAK Fn14 block = 0.2 | SRC1 inh = -3.9 | TROY NFkB inh = -13.5 | COUP-TFII inh = -29.6 | NR5A2 inv ag = -9.6 | ABHD5 PLIN5 PPI = 0.7 | Exocytosis inh = -4.5

Some of the compounds tested. The share of hits here may be higher or lower than overall.
